Compound activity from PubChem.
Tb PFK block: qHTS Assay to Find Inhibitors of T. brucei phosphofructokinase. ATP-dependent 6-phosphofructokinase (Trypanosoma brucei brucei), O15648. T. brucei PFK, ADP-Glo luminescence. Potency, µM (top dose mostly 57.5 µM), for the others: at the top dose activity, negative = inhibition, actives largely listed as inhibitors. 0.17% of 330,000 active. AID 485367, 2010;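 note: potency is the fitted concentration of half-maximal effect; 0% = uninhibited 1x PFK enzyme wells and -100% = no-enzyme wells; nearly all actives have a fitted effect of over 60% in size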
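PFK 1.25 nM, F6P 0.5 mM, ATP 0.1 mM, 0.1 M TEA pH 8.0, 5 mM MgCl2, 0.01% Tween20, 0.1% BSA; 45 min RT. ADP-Glo readout. qHTS titration up to 57 uM; curves fitted, compounds curve-classed.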
S-ASM inh: Inhibitors of Secretory Acid Sphingomyelinase (S-ASM): qHTS. placental ASM, HMU-PC fluorogenic substrate, 60 min. Potency, µM (doses to about 57.5 µM), inactives show at the highest dose activity change, negative = inhibition, most hits filed as inhibitors. 0.006% of 340,000 active; note: potency is the fitted concentration of half-maximal effect
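Steps: dispense placental human ASM, pin compound, wait 10 min at room temperature, add HMU-PC0 substrate at 9 uM final, incubate 60 min at 37 °C, add stop solution raising pH to 10, read fluorescence.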
GALK inh: qHTS Assay for Inhibitors of Human Galactokinase (GALK) | Purified GALK, Kinase-Glo residual ATP luminescence | Potency, µM (top dose mostly 57.5 µM), for inactives: at the top dose activity change, negative = inhibition, actives largely listed as inhibitors | 0.007% of 270,000 active | AID 1868, 2009; note: potency is the fitted concentration of half-maximal effect; % is set by controls: 0 for no effect and ±100 for the full control effect
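The enzyme phosphorylates galactose (100 uM) using ATP (35 uM); inhibition is detected as higher residual ATP, quantified by bioluminescence after 1 h reaction at room temperature, pH 8.0.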
PTAP TSG101 blk: qHTS Assay for Iinhibitors of HIV-1 Budding by Blocking the Interaction of PTAP/TSG101 | Tumor susceptibility gene 101 protein (Homo sapiens), Q99816 | Fluorescence polarization, FITC-PTAP peptide / Tsg101 binding | Potency, µM (doses to about 115 µM), without a hit: at the highest dose activity change, negative = inhibition, usual class: inhibitors | 340,000 tested, under 10 active; active = well fitted inhibition curve with a large enough effect in the main read-out, with a control signal flat, not every such curve was filed as active; inconclusive = small, poorly fitted or top-dose-only effect, or effect the other way, or a change in a side signal; inactive = no such curve, though single readings can be large or run the other way; note: potency is the fitted concentration of half-maximal effect; % of control where 0% means no effect
Target sequence (Q99816 whole entry, looked up): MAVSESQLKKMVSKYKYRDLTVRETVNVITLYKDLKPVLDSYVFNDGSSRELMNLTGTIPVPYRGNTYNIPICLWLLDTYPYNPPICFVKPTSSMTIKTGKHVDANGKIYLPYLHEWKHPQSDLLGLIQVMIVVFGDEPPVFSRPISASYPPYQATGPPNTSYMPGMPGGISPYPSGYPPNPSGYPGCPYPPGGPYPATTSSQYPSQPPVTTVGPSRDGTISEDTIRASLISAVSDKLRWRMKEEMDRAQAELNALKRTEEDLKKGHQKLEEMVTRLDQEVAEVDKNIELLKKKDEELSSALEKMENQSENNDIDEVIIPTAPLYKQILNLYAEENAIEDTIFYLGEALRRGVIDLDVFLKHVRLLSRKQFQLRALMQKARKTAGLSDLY
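Fluorescence polarization binding of Tsg101 binding domain (10 uM final) to FITC-labeled PTAP peptide (50 nM final) in HEPES pH 7.5 buffer with NaCl, Tween 20, EDTA, TCEP. Compounds added before peptide; binding 20 min at RT.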
Chronic BCR inh: qHTS Assay to Find Inhibitors of Chronic Active B-Cell Receptor Signaling | ABC-DLBCL IkBa-CBG/CBR reporter, luminescence ratio, 4 h | Potency, µM (titrated, usually from 46.1 µM), for the others: at the top dose ratio change, negative = lower green/red ratio, actives largely listed as inhibitors | 0.05% of 340,000 active; active = well fitted inhibition curve with a large enough effect in the signal ratio, with a control signal flat, not every such curve was filed as active; inconclusive = small, poorly fitted or top-dose-only effect, or effect the other way, or a change in a side signal; the % refers to the signal ratio;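 note: potency is the fitted concentration of half-maximal effect; plate controls were basal doxycycline-induced cells for no effect and cells given 10 µM MG132 for full effect; MG132 reads +100%, hits lower the ratio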
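Doxycycline induced both beetle luciferases in TMD8 lymphoma cells; IKK-driven degradation limits the IkappaBalpha-fused green signal, while red luminescence normalises for cell number and nonspecific effects. Compounds tested up to 46 uM, 4 hrs.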
PKM2 act: qHTS Assay for Activators of Human Muscle isoform 2 Pyruvate Kinase. purified PKM2, Kinase-Glo ATP luminescence, activation; response scale: 0% is enzyme alone, no compound. Potency, µM (series often up to 57.5 µM), for inactives: top-dose activation, usual class: activators. 0.34% of 260,000 active. AID 1631, 2009; note: potency is the fitted concentration of half-maximal effect; % is set by controls: 0 for no effect and ±100 for the full control effect; nearly all actives have a fitted effect of over 55% in size
Target sequence (P14618 whole entry, looked up, canonical isoform): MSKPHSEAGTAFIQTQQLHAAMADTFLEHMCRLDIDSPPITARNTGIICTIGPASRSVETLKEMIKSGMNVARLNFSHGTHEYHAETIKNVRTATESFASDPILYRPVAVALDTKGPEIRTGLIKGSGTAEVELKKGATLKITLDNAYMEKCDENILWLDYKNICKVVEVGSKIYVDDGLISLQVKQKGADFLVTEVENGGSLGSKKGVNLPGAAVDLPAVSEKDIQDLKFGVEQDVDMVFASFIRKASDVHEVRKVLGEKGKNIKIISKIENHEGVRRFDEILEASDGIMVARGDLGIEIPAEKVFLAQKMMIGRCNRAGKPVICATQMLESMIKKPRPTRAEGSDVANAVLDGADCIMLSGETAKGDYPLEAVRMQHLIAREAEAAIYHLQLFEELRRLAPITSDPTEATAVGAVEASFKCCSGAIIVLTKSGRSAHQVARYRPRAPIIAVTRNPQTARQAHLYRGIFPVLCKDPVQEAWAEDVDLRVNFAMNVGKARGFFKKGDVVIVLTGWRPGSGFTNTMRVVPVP
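Purified hPK-M2 (>95%) run at intermediate activity with 0.1 mM ADP and 0.5 mM PEP in 50 mM imidazole pH 7.2, KCl, MgCl2; 1 h room temperature. ATP formed read by Kinase-Glo luminescence; normalized to uninhibited and no-enzyme controls.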
B2AR arrestin: qHTS assay of beta-arrestin-biased ligands of beta2-adrenergic receptor; Beta-2 adrenergic receptor (Homo sapiens), P07550; beta-arrestin recruitment to beta2AR, cell-based reporter; Potency, µM (series often up to 46.1 µM), for the others: at the top dose activation, actives largely listed as activators; 0.02% of 330,000 active; AID 492947, 2010;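 note: potency is the fitted concentration of half-maximal effect; 0% = DMSO controls and full agonism = EC100 isoproterenol or metaproterenol; nearly all actives have a fitted effect of over 65% in size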
Coupling enz: qHTS Assay for Inhibitors of Fructose-1,6-bisphosphate Aldolase from Giardia Lamblia: Coupling assay counterscreen | activity change, negative = inhibition, % at 58.2 µM, hits read low | coupling enzyme system counterscreen, AmpLite Red fluorescence | 0.67% of 290,000 active; in the data active = activity change below about -30%; note: % is set by controls: 0 for no effect and ±100 for the full control effect
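Final compound at 57.5 uM, incubated 10 min at RT with coupling enzyme reagent (glyceraldehyde-3-phosphate), then 20 min with substrate and AmpLite Red detection. Fluorescence read at 525/598 nm; tests interference with the coupling assay, not aldolase inhibition.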
Menin-MLL TR inh: qHTS Assay for Inhibitors Targeting the Menin-MLL Interaction in MLL Related Leukemias: Competition With Texas Red Labeled MLL-derived Mutant Peptide | O00255 | Menin + Texas Red MLL mutant peptide, fluorescence polarization | Potency, µM (top dose mostly 61.6 µM), for inactives: top-dose FP activity change, negative = inhibition, actives largely listed as inhibitors | 0.23% of 270,000 active | AID 1768, 2009; active = well fitted inhibition curve with a large enough effect in the polarisation, with a control signal flat, not every such curve was filed as active; inconclusive = small, poorly fitted or top-dose-only effect, or effect the other way, or a change in a side signal; inactive = no such curve, though single readings can be large or run the other way; the % refers to the polarisation; note: potency is the fitted concentration of half-maximal effect; % of control where 0% means no effect; many of its hits are not listed in these tables
Integrin act MD: qHTS for Activators of Integrin-Mediated Alleviation for Muscular Dystrophy; Potency, µM (titrated, usually from 38.3 µM), for the others: at the highest dose activation, most hits filed as activators; 0.064% of 350,000 active; alpha7betagal myoblasts, beta-gal FDG fluorescence, 48 h; AID 624291, 2012;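 note: potency is the fitted concentration of half-maximal effect; 100% = response of the positive control SU9516; nearly all actives have a fitted effect of over 60% in size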
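alpha7betagal+/- myoblasts (passage 13, 250/well) treated 48 h at 37C with compounds at 1:260 dilution of DMSO stock. Lysed, then beta-galactosidase activity read as FDG fluorescence (ex 480/em 540) after 30 min, with pre-read for autofluorescence.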
Giardia killer: Small Molecules that selectively kill Giardia lamblia: qHTS | Giardia lamblia trophozoite viability | activity change, % at 7.66 µM, hits read low | 0.15% of 340,000 active | AID 540267, 2011; in the data active = activity change below about -80%; inconclusive = between about -30% and that limit;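 note: parasites exposed to compound for two days anaerobically before the ATP read; % is set by controls: 0 for no effect and ±100 for the full control effect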
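Luminescence from cellular ATP indicates surviving trophozoites (100 cells/well) following 48 hrs anaerobic compound treatment at 37 deg C; signal develops 15-30 min at room temperature.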
Starred values were filed as active, the others as inactive; ? = inconclusive; / = no result given; [ ] = another dose, or the depositor's remark. Unless noted, calls come from the whole dose curve; as a rule, active = well fitted curve in the direction sought with a large enough effect; inconclusive = small, poorly fitted or top-dose-only effect, or another doubt; inactive = no such curve, though single readings can be large; an effect the other way counts as inactive or inconclusive. Some of the compounds tested, so the mix of outcomes need not match the whole.

Order of results – Tb PFK block	S-ASM inh	GALK inh	PTAP TSG101 blk	Chronic BCR inh	PKM2 act	B2AR arrestin	Coupling enz	Menin-MLL TR inh	Integrin act MD	Giardia killer
- CC1CCN(C(=O)COC(=O)C2CCN(S(=O)(=O)c3ccc(Cl)c(C(F)(F)F)c3)CC2)CC1
    0%	-2%	/	0%	1%	/	-1.1%	/	/	21%	8
- O=C(NCc1ccc2c(c1)OCO2)C1CC(=O)N(C2CCCCCCC2)C1 (centres undefined)
    1%	-2%	0%	-1%	4%	-1%	-0.8%	6	8%	-33%	8
- COc1ccc(C)cc1NC(=O)COC(=O)c1c(C)noc1C
    -4%	2%	-1%	-3%	-20%	2%	0.1%	4	/	11%	-2
- Cc1cc(C(=O)Cn2nnc3ccccc3c2=O)c(C)n1-c1ccccc1F
    1%	-13%	1%	2%	4%	-5%	-0.4%	-16	/	14%	-9
- COc1ccc([N+](=O)[O-])cc1NC(=O)CN(C)S(=O)(=O)c1ccccc1
    1%	-1%	3%	-1%	-2%	1%	0.1%	4	-4%	-10%	-13
- COCCNC(=O)c1cccc(OC2CCN(Cc3ccc(F)cc3OC)CC2)c1
    0%	0%	4%	-1%	0%	0%	-0.5%	-3	-7%	-39%	0
- O=C(Nc1cccc(NC(=O)c2c(F)cccc2F)n1)c1c(F)cccc1F
    -19%	3%	4%	3%	-4%	/	0.3%	1	65%[activator]	-2%	-6
- COCCCNCCCCOc1ccccc1-c1ccccc1
    -10%	0%	2%	0%	?	3%	0.0%	0	-4%	-50%[inhibitor]	9
- Cc1ccc(OCC(=O)Nc2ccccc2C(N)=O)cc1
    2%	-1%	2%	-4%	0%	0%	0.1%	0	23%	0%	-29
- CC(=O)C1=C(C)OC(N)=C(C#N)C1c1cc2cccc(C)c2nc1Cl (centres undefined)
    5%	0%	/	-1%	-7%	11%	0.0%	-34*	28%	-11%	-9
- O=C(c1ccc(COc2ccccc2Br)o1)N1CCN(c2ccccn2)CC1
    -2%	-12%	/	-1%	?	7%	0.0%	1	-24%	-2%	-1
- Cc1c(C(=O)N2CCOCC2)sc(NC(=O)Cc2ccccc2)c1C#N
    1%	5%	-1%	-1%	?	2%	-0.3%	0	0%	-6%	-4
- CCOC(=O)C1=C(C)NC(=O)NC1c1ccc(C)o1 (centres undefined)
    -16%	-3%	1%	6%	1%	12%	0.1%	2	0%	17%	-7
- CCCCN(CC)C(=S)Nc1ccc2nc(N3CCN(C)CC3)cc(C)c2c1
    -9%	111%[activator]	0%	-2%	?	-14%	-0.1%	-4	-8%	-51%[inhibitor]	6
- COc1cccc(NC(=O)CCC2CCN(C(=O)Cc3cccc(F)c3)CC2)c1
    -1%	4%	4%	-3%	4%	/	0.2%	/	/	-40%	-7
- Cc1ccc(S(=O)(=O)N2CC(=O)Nc3ccccc32)cc1C
    2%	1%	-1%	-5%	-1%	0%	0.5%	-2	-5%	1%	7
- O=C(NCc1ccco1)C1CCN(c2nc3ccccc3n2Cc2ccc(F)cc2)CC1
    -2%	-5%	0%	-6%	19%	-14%	0.2%	-1	-3%	22%	15
- Cn1c(=O)cc(SCC(=O)N2CCN(c3ccccc3)CC2)c2ccccc21
    -2%	-9%	0%	-5%	-1%	4%	-1.4%	-3	-6%	1%	8
- Cc1ccc(NC(=O)Cn2c(=O)c(C)nc3ccccc32)cc1
    -1%	-2%	2%	-1%	?	-1%	0.6%	-1	0%	?	-10
- C=CS(=O)(=O)N(Cc1ccc(Cl)c(Cl)c1)C[C@@H](O)CO
    -24%	0%	/	-6%	?	/	-0.5%	/	/	-39%	20
- O=[N+]([O-])c1ccc(NC(=S)NCCc2ccc(Cl)cc2)cc1
    1%	-21%	-3%	0%	?	-12%	-1.9%	-6	?	-48%[inhibitor]	-15
- O=C(NNC(=O)c1ccccc1F)c1cccc(-n2cccc2)c1
    ?	/	/	1%	-28%	/	0.1%	/	/	-27%	0
- C[C@H](CO)N1C[C@H](C)[C@@H](CN(C)S(=O)(=O)c2ccccc2)Oc2c(NC(=O)c3ccncc3)cccc2C1=O
    -2%	7%	/	0%	-1%	/	-0.2%	/	/	0%	0
- COc1ccc(/C(C)=N/NC(=O)c2ccc(NS(=O)(=O)c3cccs3)cc2)cc1
    0%	-6%	5%	-1%	?	13%	0.0%	1	/	9%	-25
- Cc1cc(=O)c2c(o1)CC(C)(C)CC2=O
    -5%	0%	0%	0%	?	-8%	-0.1%	-4	6%	-21%	-14
- NS(=O)(=O)c1cccc(NC(=O)C2CC(=O)N(Cc3ccco3)C2)c1 (centres undefined)
    -9%	1%	-3%	-1%	-3%	11%	-0.4%	3	/	20%	-3
- Cc1ccc2oc(Nc3nc(-c4ccccc4)cc(=O)[nH]3)nc2c1
    -2%	-2%	-2%	2%	?	0%	0.1%	0	15%	3%	15
- Cc1cccc(CC(=O)N2CCN(C(=O)c3ccco3)CC2)c1
    0%	28%	-3%	1%	0%	1%	-0.7%	0	-14%	-11%	21
- COc1ccc(OC)c(C2NC(=S)NC(C)=C2C(=O)Nc2ccccn2)c1 (centres undefined)
    2%	6%	-2%	-9%	6%	4%	-0.1%	1	7%	-19%	6
- Cc1ccc(-n2c(=O)c3sccc3n(CC(=O)N3CCCC3)c2=O)cc1
    -8%	3%	2%	-7%	3%	1%	0.1%	0	-1%	0%	-19
- Cc1nc(N)sc1-c1csc(Nc2ccc(Cl)cn2)n1
    -3%	-12%	-3%	-7%	6%	-3%	-0.3%	-16	?	-19%	3
- COc1ccc(S(=O)(=O)NNC(=O)c2cc3ccccc3o2)cc1
    3%	1%	-4%	-5%	-1%	-1%	0.7%	5	-2%	4%	-15
- COc1cccc(C(C(=O)NCc2ccco2)N(C(=O)Cn2nnc3ccccc32)C2CC2)c1OC (centres undefined)
    5%	0%	3%	0%	4%	3%	0.4%	6	?	9%	6
- COc1ccccc1Nc1ccc(C(=O)NCc2cccs2)cn1
    3%	2%	1%	-1%	-1%	11%	0.3%	18	-21%	-71%[inhibitor]	-8
- CCN1C(=O)/C(=C\c2cccn2-c2ccc([N+](=O)[O-])cc2)N(CC)C1=S
    1%	0%	/	0%	4%	3%	-0.2%	1	-1%	21%	12
- CCn1c2ccccc2c2cc(/C=N/n3c(-c4cc(C)[nH]n4)n[nH]c3=S)ccc21
    -23%	13%	-7%	-2%	-13%	?	-0.6%	-5	/	41%	-4
- COc1ccc(NC(=O)CSc2ccc3nnc(-c4cccnc4)n3n2)cc1OC
    2%	3%	-5%	-4%	-1%	4%	-0.8%	0	0%	35%	-17
- COc1ccc(NCc2ccc([N+](=O)[O-])s2)c(OC)c1
    -14%	3%	-2%	-3%	?	0%	1.6%	-16	10%	-18%	?
- CCOc1ccc(NC(=S)N2CCC(C(N)=O)CC2)cc1
    0%	4%	0%	-4%	3%	-14%	-0.3%	2	-8%	9%	11
- COCc1ccc(C(=O)N(C)C2CCCN(Cc3ccccc3F)C2)o1 (centres undefined)
    -18%	/	7%	1%	4%	-5%	0.3%	/	/	-16%	-6
- COc1ccc(CNC(=O)COC(=O)c2ccccc2OCC(=O)Nc2ccc(SC(F)F)cc2)cc1
    1%	4%	1%	-5%	-4%	-4%	-0.9%	3	/	-14%	0
- CN(Cc1ccc(F)cc1Cl)S(=O)(=O)c1cccs1
    7%	-15%	-2%	1%	-1%	/	0.0%	-12	/	12%	-17
- COc1ccc2ncn(-c3ccccc3)c2c1
    0%	0%	5%	-4%	?	-2%	-0.5%	4	-12%	13%	16
- Cc1nn(-c2ccc(Cl)cc2)c(NC(=O)C(C)C)c(-c2ccccc2)c1=O
    7%	1%	1%	0%	?	4%	0.3%	0	/	7%	-13
